Screening results from PubChem.
PfG6PD inh = PfG6PD (Plasmodium falciparum) enzyme inhibition; AID 504690; actives 0.78% (n = 350,000); inhibition, % at 20 µM; PfGluPho enzyme, NADPH resazurin-diaphorase fluorescence;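 active = inhibition reaching at least a set limit at 20 µM in the primary screen, cut at about 59% in these data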;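 note: 0% = DMSO wells with substrate and 100% = DMSO wells lacking glucose-6-phosphate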
HKDC1 inhibitor = HKDC1 (human) hexokinase inhibition; Q2TB90; recombinant HKDC1, G6PDH/diaphorase resazurin coupled fluorescence; inhibition, % at 20 µM; actives 0.16% (n = 340,000);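 active = inhibition above about 35% when tested at 20 µM, limit read from the data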;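 note: plate controls were DMSO wells with enzyme for no effect and DMSO wells lacking enzyme for full effect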
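test system = in-house recombinant HK5 (HKDC1) enzyme | amount = HKDC1 at 5 µg/mL | control set = DMSO-enzyme wells negative, buffer-substituted wells positive | compound = one dose of 20 µM, 1% DMSO | schedule = reaction time 90 min, room temperature, protected from light | technique = resorufin fluorescence at 613 nm | reagent = glucose with 1 mM ATP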
SENP7 inh = blocks the human protease SENP7; AID 434973; actives 1.5% (n = 330,000); recombinant SENP7, Z-RLRGG-aminoluciferin luminescence, 40 min; inhibition, % at 5 µM;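 active = inhibition above about 50% at the single test dose, limit read from the data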;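 note: plate controls were DMSO with enzyme for no effect and no enzyme buffer wells for full effect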
Target sequence (Q9BQF6 706-1050 limits assumed): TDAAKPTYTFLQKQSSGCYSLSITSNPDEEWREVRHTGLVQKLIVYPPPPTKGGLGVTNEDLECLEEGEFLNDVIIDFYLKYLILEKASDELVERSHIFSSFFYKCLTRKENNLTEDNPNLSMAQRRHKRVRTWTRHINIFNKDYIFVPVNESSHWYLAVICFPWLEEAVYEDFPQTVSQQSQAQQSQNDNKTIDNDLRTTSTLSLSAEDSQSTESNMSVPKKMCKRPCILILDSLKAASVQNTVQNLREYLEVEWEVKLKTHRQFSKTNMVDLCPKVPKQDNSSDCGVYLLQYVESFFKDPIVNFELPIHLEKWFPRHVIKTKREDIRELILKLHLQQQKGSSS
MPTP inh = permeability transition pore inhibition; isolated mouse mitochondria, Ca2+ swelling absorbance, 30 min; actives 1.4% (n = 360,000); inhibition, % at 10 µM;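 active = inhibition of 50% or more, scaled per plate between neutral and stimulator controls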;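 note: 0% = DMSO wells given calcium and 100% = 1 mM EGTA wells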
SENP8 inh = blocks human SENP8 cleavage of Nedd8 substrate. Q96LD8. recombinant SENP8, Nedd8 substrate fluorescence. inhibition, % at 20 µM. actives 0.64% (n = 360,000); in the data active = inhibition mostly above about 40%, no sharp cut-off; inactive = mostly below about 27%
Target sequence (Q96LD8 whole entry, looked up): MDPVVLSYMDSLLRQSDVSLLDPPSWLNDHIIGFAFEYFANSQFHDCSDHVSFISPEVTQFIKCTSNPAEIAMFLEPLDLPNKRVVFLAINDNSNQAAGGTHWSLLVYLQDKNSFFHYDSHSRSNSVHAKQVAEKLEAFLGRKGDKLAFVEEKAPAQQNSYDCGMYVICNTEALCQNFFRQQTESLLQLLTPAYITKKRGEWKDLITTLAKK
SENP6 inh = blocks the human protease SENP6. Recombinant SENP6 catalytic domain, aminoluciferin luminescence. inhibition, % at 10 µM. actives 1.8% (n = 330,000). Q9GZR1;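 active = inhibition above about 50% at the single tested dose, limit read from the data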;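 note: plate controls were DMSO wells with enzyme for no effect and DMSO wells lacking enzyme for full effect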
Target sequence (Q9GZR1 628-1112 limits assumed): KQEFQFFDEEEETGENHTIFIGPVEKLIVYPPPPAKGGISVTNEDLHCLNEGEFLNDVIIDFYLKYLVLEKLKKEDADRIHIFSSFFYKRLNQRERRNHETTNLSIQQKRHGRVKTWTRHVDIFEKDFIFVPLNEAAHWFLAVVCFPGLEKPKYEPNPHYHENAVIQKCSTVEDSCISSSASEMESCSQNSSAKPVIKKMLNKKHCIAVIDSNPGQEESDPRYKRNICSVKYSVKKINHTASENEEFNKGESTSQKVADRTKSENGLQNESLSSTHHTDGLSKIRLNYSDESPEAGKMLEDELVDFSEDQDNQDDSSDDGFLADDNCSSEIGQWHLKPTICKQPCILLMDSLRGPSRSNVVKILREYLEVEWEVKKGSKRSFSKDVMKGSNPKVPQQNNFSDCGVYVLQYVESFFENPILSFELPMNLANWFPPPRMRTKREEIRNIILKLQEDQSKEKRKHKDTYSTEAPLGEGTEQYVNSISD
NR3A LBD binder = modulators (binders) of human NR3A ligand-binding domain; NR3A LBD differential scanning fluorimetry, Tm shift; 0% = protein alone, 100% = glycine-bound protein; Tm shift relative to glycine control, % at 25 µM; actives 2.5% (n = 340,000);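 active = melting temperature shift of at least 10% of the positive control shift, at one fixed dose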
ATG4B inhibitor = blocks human ATG4B protease cleavage of LC3 substrate; actives 0.51% (n = 340,000); inhibition, % at 8.33 µM; Q9Y4P1; ATG4B cleavage of LC3-PLA2, NBD-HPC fluorescence, 1 h; AID 504462; in the data active = inhibition above about 40%
Active calls of the source: *; i = inactive; . = not tested or not shown.

SMILES	PfG6PD inh	HKDC1 inhibitor	SENP7 inh	MPTP inh	SENP8 inh	SENP6 inh	NR3A LBD binder	ATG4B inhibitor
CCCn1c(SCC(=O)Nc2cc(C)on2)n[nH]c1=O	14.1	-2.1	6.1	2.3	5.0	-1.9	7.9	0.4
CN1CSC2=C(C#N)C(c3cccc(OCc4ccccc4)c3)CC(=O)N2C1 (stereo not drawn)	91.5*	15.6	3.7	-0.5	-49.8	3.7	-25.0	6.2
O=C(COc1ccc2cc(Br)ccc2c1Br)N1CCOCC1	-2.3	2.7	-5.9	-0.3	8.9	10.0	1.1	-3.2
Cn1ccc(C(=O)Nc2ccc(Br)cc2Br)n1	9.6	-8.1	39.3	1.3	12.2	66.3*	-5.2	4.1
CCOc1ccc(CN2CCC(C(=O)N3CCN(c4ccccc4F)CC3)CC2)cc1OC	3.3	-5.4	2.7	1.7	2.1	-4.1	-0.6	-13.0
CCN(CCNC(=O)CC1Oc2ccccc2NC1=O)c1ccccc1 (stereo not drawn)	11.0	-1.2	-1.6	-0.8	0.8	9.7	2.2	-6.4
O=C(Cn1cnc2c(OCc3ccccc3)ncnc21)NCc1nc2ccccc2[nH]1	-2.3	-6.2	-6.6	-1.1	12.6	-2.0	-0.1	.
CC(=O)Nc1ccc(NC(=O)C(C)OC(=O)C23CC4CC(CC(Cl)(C4)C2)C3)cc1 (stereo not drawn)	7.2	0.8	5.1	0.6	-0.6	-11.3	3.3	-9.5
Cc1ccc(-n2c(SCC(=O)NCC3CCCO3)nc3n[nH]c(C)c3c2=N)cc1Cl (stereo not drawn)	-5.7	-0.4	-2.5	-1.4	-5.2	-13.4	-2.5	-4.7
O=C(OC1CCOC1=O)c1cccc(S(=O)(=O)Nc2ccc(F)cc2)c1 (stereo not drawn)	11.2	-2.4	-8.7	2.8	5.4	-5.4	-2.2	-14.1
COc1cc(/C=C2\COC/C(=C\c3ccc(O)c(OC)c3)C2=O)ccc1O	13.7	21.7	5.7	5.3	-5.1	8.4	25.7*	1.5
Cc1ccc(OCCCC(=O)Nc2ccc(Cl)c(S(=O)(=O)N3CCOCC3)c2)cc1	-12.0	2.0	-2.0	5.8	13.0	-8.9	-10.2	-9.1
CCOC(=O)C1=C(C)Nc2nnnn2C1c1ccc(OC)c(Br)c1 (stereo not drawn)	56.3	0.7	2.1	0.8	15.4	-8.4	1.7	1.9
CCNC(=O)CC1SC(=Nc2ccc(C)c([N+](=O)[O-])c2)N(C)C1=O (stereo not drawn)	-4.5	-5.3	-2.9	-0.7	20.5	-5.7	-0.6	-2.8
Cc1ccsc1/C=N/NC(=O)CC(=O)NCC(C)C	-9.3	11.0	-7.6	-1.7	0.7	-5.9	1.4	-4.2
CC(C)CCNC(=O)NC(=O)CSc1ncccn1	-6.3	-2.2	-14.2	1.5	-0.9	-24.9	-2.1	-4.2
CCOc1ccc(CCNC(=O)COC(=O)c2cccc(S(=O)(=O)N3CCOCC3)c2)cc1OCC	2.5	1.9	12.6	0.2	9.4	-12.8	3.2	-8.9
Cc1sc2nc(SCCO)n(-c3ccccc3)c(=O)c2c1C	-7.5	0.5	-6.1	0.9	8.5	3.3	0.0	5.5
NC(=O)Nc1ccc(C(=O)OCC(=O)NC2CCCc3ccccc32)cc1 (stereo not drawn)	1.0	-9.0	-1.1	0.1	-24.3	0.0	-3.6	-9.8
Cc1cc(C)cc(N2CCCC2=O)c1	1.2	-7.7	3.3	-0.2	24.1	7.0	1.5	-1.4
COc1ccc(-c2cc(-c3nnc(COC(=O)C4CC4)o3)c3ccccc3n2)cc1OC	7.3	-1.4	-3.2	-0.7	-386.9	-0.2	-1.0	-15.9
O=C1c2ccccc2C(O)(c2ccccc2)N1c1ccc([N+](=O)[O-])cc1Cl (stereo not drawn)	-22.7	-1.1	.	1.5	14.8	.	-6.9	-3.2
O=C(Nc1ccc(F)cc1)N1CCN(C(=O)C2CCCO2)CC1 (stereo not drawn)	17.0	-3.3	-2.5	-1.2	-0.7	2.4	-3.0	-0.3
C/C=C/CSc1nc2c(c(=O)[nH]c(=O)n2C)n1Cc1ccc(C)cc1	47.4	-2.4	-2.1	0.8	17.5	5.3	2.2	-7.1
CN(c1ncc(C(F)(F)F)cc1Cl)N1C(=O)C2ONC3(C(=O)CC(C)(C)CC3=O)C2C1=O (stereo not drawn)	-23.7	12.4	3.0	0.6	10.0	7.1	-0.8	-4.7

(cont.)
SMILES	PfG6PD inh	HKDC1 inhibitor	SENP7 inh	MPTP inh	SENP8 inh	SENP6 inh	NR3A LBD binder	ATG4B inhibitor
CC(C(=O)Nc1cccc([N+](=O)[O-])c1)n1nnc2ccccc21 (stereo not drawn)	-9.2	-2.9	10.1	13.0	3.6	-5.3	0.4	1.5
CC1(C)CC(=O)C(C=NCc2ccccn2)=C(O)C1	-6.4	-11.0	-10.7	-0.3	13.4	-3.7	0.1	0.2
CCC(C)C(NC(=O)c1ccccc1NC(=O)c1ccco1)C(=O)O (stereo not drawn)	-6.4	-3.8	-4.6	-0.3	6.9	8.7	-0.8	3.4
COc1ccc(C(=O)N(Cc2ccco2)C(C(=O)NC2CCCC2)c2ccc(O)cc2)cc1OC (stereo not drawn)	-7.1	-3.0	0.3	-0.1	14.8	5.9	0.7	-4.5
CCCc1ccc(Oc2cn[nH]c2-c2ccc(O)c(C)c2O)cc1	1.8	-6.5	-0.5	88.9*	7.0	-4.7	7.4	28.8
CCOC(=O)N1CCN(CC(O)COc2ccc(C)c(C)c2)CC1 (stereo not drawn)	-11.8	-4.0	1.9	-0.6	13.8	-5.5	-1.1	2.1
O=C1[C@H]2CCC=C[C@H]2[C@H](c2ccccc2Br)N1Cc1ccccc1	7.0	0.1	7.6	-1.8	10.9	.	0.7	32.3
COC(=O)c1oc2ccc(Br)cc2c1NC(=O)CCN1CCOCC1	-13.9	11.8	-4.7	0.4	-20.6	-4.8	0.9	6.3
Cc1ccc(-c2nc(SCC(=O)N(C)c3c(N)n(Cc4ccccc4)c(=O)[nH]c3=O)n[nH]2)cc1	7.3	-3.0	-6.9	-1.4	-0.8	-7.2	0.7	-6.9
Cc1cc(OC(=O)N2CCCCC2)cc(C)c1Cl	-6.3	1.2	3.6	-1.7	4.8	-7.2	2.1	31.5
Clc1cccc(CON/C=N/c2ncnc3sccc23)c1	4.6	3.9	-6.4	1.0	12.9	-16.4	-4.2	11.7
O=C1Nc2ccccc2C(=O)N2CCCCC12 (stereo not drawn)	-5.0	-8.0	6.1	-2.0	-12.4	-7.8	0.1	-36.1
CC(=O)Oc1ccccc1C(=O)Nc1ccccc1C(=O)N1CCCCC1	-17.9	1.1	2.0	-0.6	-12.3	-12.8	-1.1	9.4
Cc1c(C(=O)NCc2ccco2)oc2ccc(Br)cc12	-14.4	6.2	3.8	2.7	-2.3	6.0	1.9	0.3
O=C(CSc1ccc(Cl)cc1)NNC(=O)c1ccncc1	-10.0	-4.4	-10.7	-2.0	0.5	-3.7	0.8	-4.2
O=C(N/N=C/C=C\c1ccc([N+](=O)[O-])cc1)c1cccnc1	-3.2	1.7	1.9	2.4	1.2	-19.6	-1.5	3.1
Cc1nc2ccc([N+](=O)[O-])cc2c(=O)n1Cc1ccc(Cl)cc1	-3.5	2.1	-7.0	-0.2	9.5	4.0	0.3	1.9
COc1ccccc1N1CCN(c2ccc3cc(S(=O)(=O)N4CCCCC4)ccc3n2)CC1	0.6	6.5	12.3	0.4	-332.3	4.7	-1.5	1.0
COc1ccccc1Nc1nc(N)nc(CN2CCN(Cc3ccc4c(c3)OCO4)CC2)n1	1.6	3.1	-2.9	-1.0	21.3	3.9	-0.1	-4.3
Cc1ccc2nc(CSc3nnc(Cc4cccs4)n3C3CCCCC3)cc(=O)n2c1	13.3	3.1	-0.5	-1.3	i	-2.8	0.3	-14.8
CNC(=O)C(NC(=O)Nc1ccc(C)cc1)C(C)(C)C (stereo not drawn)	4.7	-7.2	0.7	-0.2	8.2	-23.4	-4.2	-1.7
Cn1c(=O)c2c(ncn2CC(=O)OCC(=O)Nc2ccc(Cl)cc2)n(C)c1=O	-10.6	3.2	3.0	-3.1	2.9	7.7	-5.8	1.3
O=C(O)/C(=C\c1ccco1)NC(=O)c1ccccc1	3.5	-9.2	2.3	1.0	12.9	18.4	2.7	1.8
Cc1ccc(C)c(NC(=O)CN(C)C(=O)C2CCN(S(=O)(=O)c3ccc4c(c3)OCCO4)CC2)c1	-7.8	-2.8	-1.9	-1.5	0.9	-5.6	-4.1	-5.8
CS(=O)(=O)c1ccccc1C(=O)Nc1ccccc1Cc1ccccc1	-0.4	-4.8	-14.9	-0.7	11.8	-38.4	-1.9	-4.1

Ordered by length of the SMILES (descending): 5 of the compounds above
SMILES	PfG6PD inh	HKDC1 inhibitor	SENP7 inh	MPTP inh	SENP8 inh	SENP6 inh	NR3A LBD binder	ATG4B inhibitor
CC(C(=O)Nc1cccc([N+](=O)[O-])c1)n1nnc2ccccc21 (stereo not drawn)	-9.2	-2.9	10.1	13.0	3.6	-5.3	0.4	1.5
CS(=O)(=O)c1ccccc1C(=O)Nc1ccccc1Cc1ccccc1	-0.4	-4.8	-14.9	-0.7	11.8	-38.4	-1.9	-4.1
COC(=O)c1oc2ccc(Br)cc2c1NC(=O)CCN1CCOCC1	-13.9	11.8	-4.7	0.4	-20.6	-4.8	0.9	6.3
CNC(=O)C(NC(=O)Nc1ccc(C)cc1)C(C)(C)C (stereo not drawn)	4.7	-7.2	0.7	-0.2	8.2	-23.4	-4.2	-1.7
O=C1Nc2ccccc2C(=O)N2CCCCC12 (stereo not drawn)	-5.0	-8.0	6.1	-2.0	-12.4	-7.8	0.1	-36.1

Following part
SMILES	PfG6PD inh	HKDC1 inhibitor	SENP7 inh	MPTP inh	SENP8 inh	SENP6 inh	NR3A LBD binder	ATG4B inhibitor
Cc1nc2sc3c(c2c(=O)n1NC(=O)CCl)CCCC3	-14.7	3.0	1.7	-1.6	1.4	10.3	-1.0	-3.1
CN(CC(=O)Nc1ccc(Cl)cc1)C(=O)c1ccc(-n2cncn2)c([N+](=O)[O-])c1	6.0	-5.1	2.0	-2.1	9.5	-5.8	1.5	-5.6
Nc1c(Cl)cc(-c2[nH]c3cc(C(=O)NCCO)ccc3c(=O)c2O)cc1Cl	-7.1	-3.6	-2.2	1.8	-468.5	0.1	-2.5	-4.6
CCc1[nH]nc(C(=O)N2CCCC(C(=O)c3cccc(OC(C)C)c3)C2)c1C (stereo not drawn)	-8.6	-0.3	0.8	-1.6	2.3	2.4	-2.6	0.9
COc1ccc(N2CCN(C(CNS(=O)(=O)c3cccs3)c3cccnc3)CC2)cc1 (stereo not drawn)	21.6	3.0	-4.5	-7.5	41.9*	-29.1	4.6	-9.1
Cc1noc(C)c1S(=O)(=O)Nc1ccc(C(=O)N2CCc3ccccc3C2)cc1	-35.4	-4.2	-0.9	-0.6	16.9	0.3	-1.5	-12.7
O=C(/C=C/c1ccc(F)cc1)NCC1(c2ccccc2)CCOCC1	-2.0	-8.0	-7.3	2.8	7.9	1.6	0.5	-3.0
O=C(N/N=C/C(Cl)=C/c1ccccc1)c1ccccn1	13.9	0.7	4.7	-0.9	-12.2	-37.5	-7.7	-5.4
COc1ccc(/C=N/NC(=O)COc2ccc(Cl)cc2Cl)cc1Cn1nc(C)cc1C	-21.2	-3.1	7.1	4.8	7.1	-6.9	-0.7	0.7
C=CCNc1nc(Cl)nc(Nc2ccc(OC)cc2)n1	3.0	-9.0	-5.4	-0.9	13.2	-12.7	-17.3	3.7
CN1CCN(C(=O)/C(=C/c2ccco2)NC(=O)c2ccccc2)CC1	-5.1	-1.7	-13.9	-0.7	16.3	-4.4	-0.2	-14.1
CC(C)(/C=N/NC(=O)CSCc1ccccc1Cl)CCC#N	-3.7	-7.8	-5.4	-1.0	17.6	1.6	3.1	2.8
CCOC(=O)N1CCN(C(=O)/C=C/c2ccc(OC)cc2)CC1	0.4	-1.5	4.9	0.8	3.6	-48.9	-3.3	2.0
CC(C)c1nc(SCC(=O)Nc2cccc(C(F)(F)F)c2)c2c(=O)n(C)c(=O)n(C)c2n1	3.8	-7.7	0.8	3.6	4.4	-5.8	3.5	-5.9

An unsorted share of the library (roughly 6.9% active in at least one column).
